# High-throughput results from PubChem BioAssay.
# rCAG binder – binds r(CAG) RNA repeats; r(CAG) RNA repeat, TO-PRO-1 dye displacement fluorescence; inhibition, % at 3 µM; 370,000 compounds, 1.3% hits;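 active = inhibition above the plate cutoff, the mean of all test compounds on that plate plus 3 SD, cut at about 35% in these data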;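 note: 0% = DMSO alone and 100% = 100 µM mitoxantrone as full dye displacement; higher means more dye released from RNA so lower well fluorescence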
# MBD2 inh – inhibitors of human MBD2 binding to methylated oligonucleotide. Q9UBB5. TR-FRET. inhibition, % at 4.4 µM. 370,000 compounds, 0.31% hits. AID 686964; in the data active = inhibition above about 13%
# NPR2 activator – GC-B (human) receptor activation. P20594. HEK293-GC-B cells, CNP EC30, cGMP TR-FRET; 0% at EC30 CNP, 100% saturating CNP. activation, % at 10 µM. 370,000 compounds, 0.11% hits. AID 1920062;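 active = activation at 10 µM reaching about 35% in either raw or pattern-adjusted values, limit read from the data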
# Target sequence (P20594 whole entry, looked up): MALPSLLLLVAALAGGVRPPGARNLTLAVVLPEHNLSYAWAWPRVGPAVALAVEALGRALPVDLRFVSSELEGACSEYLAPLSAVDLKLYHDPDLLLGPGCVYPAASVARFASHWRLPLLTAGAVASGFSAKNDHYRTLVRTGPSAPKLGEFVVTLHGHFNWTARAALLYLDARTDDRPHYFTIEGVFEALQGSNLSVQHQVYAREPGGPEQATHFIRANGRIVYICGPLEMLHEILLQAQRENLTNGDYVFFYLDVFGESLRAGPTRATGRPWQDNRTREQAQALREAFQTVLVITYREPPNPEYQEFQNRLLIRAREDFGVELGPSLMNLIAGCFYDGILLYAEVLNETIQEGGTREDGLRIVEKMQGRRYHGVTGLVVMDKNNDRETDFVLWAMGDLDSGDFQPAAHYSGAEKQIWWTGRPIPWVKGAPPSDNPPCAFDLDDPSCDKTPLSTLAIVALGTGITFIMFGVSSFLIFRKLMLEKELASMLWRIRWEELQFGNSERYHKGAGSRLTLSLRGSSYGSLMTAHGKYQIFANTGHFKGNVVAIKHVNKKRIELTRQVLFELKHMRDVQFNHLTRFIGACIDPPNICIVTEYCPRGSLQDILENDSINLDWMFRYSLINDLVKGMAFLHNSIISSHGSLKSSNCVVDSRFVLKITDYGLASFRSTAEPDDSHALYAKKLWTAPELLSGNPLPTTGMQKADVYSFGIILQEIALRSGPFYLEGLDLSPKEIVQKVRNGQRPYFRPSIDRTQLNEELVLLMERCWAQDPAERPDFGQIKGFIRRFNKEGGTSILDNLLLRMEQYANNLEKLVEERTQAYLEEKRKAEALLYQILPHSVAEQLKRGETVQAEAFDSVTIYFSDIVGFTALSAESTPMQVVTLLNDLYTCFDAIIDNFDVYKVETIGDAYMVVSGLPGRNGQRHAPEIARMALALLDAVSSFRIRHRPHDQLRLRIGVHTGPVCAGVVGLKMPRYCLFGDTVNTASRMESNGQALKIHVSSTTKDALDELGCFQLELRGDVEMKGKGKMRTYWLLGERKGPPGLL
# NPR1 activator – GC-A (human) enzyme activation; P16066; HEK293 GC-A cells, cGMP TR-FRET, EC30 ANP; 0% at EC30 ANP, 100% saturating ANP; activation, % at 10 µM; 370,000 compounds, 0.14% hits; AID 1671463; in the data active = activation above about 40%
# HTRA1 inh – inhibitors of human serine peptidase HTRA1; recombinant HTRA1, FP-rhodamine activity-based probe, fluorescence polarization; 340,000 compounds, 0.5% hits; inhibition, % at 5.96 µM; in the data active = inhibition above about 36%;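 note: 0% = enzyme with DMSO and 100% = wells lacking enzyme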
# SIAE inh – inhibitors of human sialic acid acetylesterase SIAE; Q9HAT2; SIAE FP-Rh probe binding, fluorescence polarization; inhibition, % at 9.66 µM; 370,000 compounds, 0.69% hits; AID 1053197;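 active = inhibition above a cutoff: mean of compounds within the control limits plus 3 SD of those, cut at about 17% in these data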;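 note: 0% = plate median of compound wells and 100% = probe without SIAE protein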
# mABHD4 FP – ABHD4 (mouse) inhibition, primary FP screen; Q8VD66; inhibition, % at 8.92 µM; AID 720543; 370,000 compounds, 0.54% hits; purified mABHD4, FP-Rh probe fluorescence polarization;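 active = inhibition exceeding the mean over every tested compound plus 3 SD, cut at about 30% in these data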;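 note: 0% = plate median of compound wells and 100% = S159A mutant with DMSO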
#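 Assay system: mouse ABHD4 enzyme, wild type / Also added: fluorescent activity-based probe FP-Rh / Doses: single nominal dose of 8.92 µM, 0.89% DMSO final / Timing: 45 min compound pre-incubation plus 60 min probe step, 25 °C / Signal: FP readout, ex 525 nm / em 598 nm / Control set: S159A mutant/DMSO as 100%, compound-well median as 0%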
# TCR CD3 inh – inhibitors of human TCR-CD3 interaction | TAMRA-labeled TCR probe fluorescence, biochemical | inhibition, % at 9.4 µM | 360,000 compounds, 0.37% hits | AID 651800; in the data active = inhibition above about 19%;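 note: recombinant mutant TCR 2C K166C tagged with TAMRA read by polarization; 0% = receptor in buffer alone and 100% = receptor with positive control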
# UHRF1 binding – UHRF1 methyl-DNA binding inhibition; inhibition, % at 4.4 µM; 370,000 compounds, 0.75% hits; UHRF1 binding to methylated oligo, TR-FRET; in the data active = inhibition above about 21%;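 note: UHRF1 SRA domain binding a hemimethylated CpG hairpin DNA probe; 0% = median of test compound wells and 100% = reference inhibitor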
# PRMT1 inh – blocks human protein arginine methyltransferase 1. 370,000 compounds, 1.3% hits. AID 652257. recombinant PRMT1, activity-based probe fluorescence polarization. inhibition, % at 2.79 µM;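 active = inhibition above about 21% made by adding two undisclosed values, limit read from the data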
# * marks the source's active call; other numbers are inactive results; . = no result given. Some of the compounds tested; the hit share may differ from the screen's.
SMILES,rCAG binder,MBD2 inh,NPR2 activator,NPR1 activator,HTRA1 inh,SIAE inh,mABHD4 FP,TCR CD3 inh,UHRF1 binding,PRMT1 inh
S=c1[nH]nc2sc3ccccc3n12,3,1,-5,2,2,3,-8,0,1,0
O=C(NC1CCCCCC1)c1ccc(Cl)c(S(=O)(=O)N2CCOCC2)c1,-1,-2,5,1,2,2,-7,5,-1,-4
CC1(C(=O)Nc2ccc3c(c2)OCCO3)CN(S(C)(=O)=O)CC(=O)N1CCc1ccc(O)cc1 (stereo unspecified),3,-8,0,2,.,-5,-7,-1,-2,-2
O=C(CCCN1C(=O)c2ccccc2C1=O)Oc1ccc(F)cc1,-2,3,-12,-7,17,-4,-16,-8,7,2
Cc1ccc(C(=O)Nc2nnc([C@H]3C[C@H](O)[C@@H](CO)O3)s2)cc1,0,-1,-3,1,.,-2,-4,-4,-3,-3
COC(=O)c1ccc(OCC(O)CN2CCN(CC(O)COc3ccc(C(=O)OC)cc3)CC2)cc1 (stereo unspecified),-11,1,-4,4,2,2,2,-4,0,-1
O=C(CSc1nc2ccccc2o1)NC(=O)NCc1ccccc1,4,0,-6,8,-14,3,-3,0,3,3
CS(=O)(=O)N(Cc1ccccc1)c1ccc(C(=O)NN=C2CCCCCC2)cc1,4,-3,2,-1,-27,-3,-13,-2,2,-2
COc1ccc(N=C2SCC(c3ccc([N+](=O)[O-])cc3)=NN2CCO)cc1,-1,4,7,13,-5,7,-15,-5,4,12
CCN1CCCCC(NC(C)=O)C1=O (stereo unspecified),3,1,4,3,.,-2,-2,.,1,4
COc1ccc(/C=N/NC(=O)COc2cccc3ccccc23)c(C(=O)O)c1OC,14,1,0,-4,-7,2,2,7,6,0
O=[N+]([O-])c1ccc(OCC(O)CN2CCN(c3ccccc3F)CC2)cc1 (stereo unspecified),-4,1,0,3,-2,-5,4,0,1,-3
CCC(C)c1ccc(-n2c(=O)c3ccccc3n3c(=S)[nH]nc23)cc1 (stereo unspecified),1,-4,-6,-4,1,-2,-2,6,0,1
COc1ccccc1C(=O)Nc1ccc2c(c1)nc1n2CCSC1,7,-5,-1,-1,-17,-13,-8,2,-1,7
C=CCCC(=O)N1C[C@H]2CON(C)[C@H]2C[C@H]1c1cccc(Oc2ccccc2)c1,0,-6,-4,-1,3,-1,4,6,0,-1
COc1cc(/C=C/C(=O)O)cc(S(=O)(=O)N(CC(C)C)CC(C)C)c1OC,11,-3,4,0,0,-8,9,4,2,3
Cc1oc(C(=O)O)cc1CSCc1cc(C(=O)O)c(C)o1,6,-1,-5,-6,3,0,9,1,2,11
Cc1ccc(/C=C2\SC(=O)N(CCNC(=O)C3CSC4(C)CCC(=O)N34)C2=O)cc1 (stereo unspecified),-7,-3,-5,0,-7,-18,-1,0,1,3
O=C(CN1CCN(S(=O)(=O)c2cccc(Cl)c2)CC1)NCC1(N2CCOCC2)CCCCC1,-1,1,-8,-3,-2,2,-7,5,1,2
O=[N+]([O-])c1cc(S(=O)(=O)N2CCCC2)ccc1N/N=C/c1cccs1,2,-5,-14,-4,-3,-5,1,3,-1,1
FC(F)(F)c1ccc(C2[C@H]3CN(CC4CCCCC4)[C@H](c4ccccc4)C34CC2(c2cccnc2)C4)cc1 (stereo partly specified),6,-2,-8,-3,-22,0,-5,-4,1,-1
COCCN(C(=O)Nc1ccccc1)c1ccccc1,-3,5,-8,-6,-1,2,-3,1,4,2
CN1C[N+]([O-])=C(c2ccccc2)C1(C)C,-1,-2,-2,1,0,12,7,3,-2,-3
O=C(O)/C=C\C(=O)O,0,2,5,-3,6,3,-3,1,0,6
CC(C)c1ccc(NC(=O)c2snc3ccc(Cl)cc23)cc1,2,-6,-10,-2,-14,-12,-11,4,-2,0
CCCCN(CCCC)CCn1cnc2c([nH]c3ccc(OC)cc32)c1=O,0,7,-2,-5,-7,8,0,5,1,-2
Cc1[nH]c(=S)sc1Cc1ccc(F)cc1,1,2,1,1,7,0,0,3,-1,10
N#CCN1CCCC(C(N)=O)C1 (stereo unspecified),1,-7,-1,4,2,-3,-5,3,1,-5
Cc1ccc(Nc2c(-c3ccc(N4CCOCC4)cc3)nc3cnccn23)cc1,3,1,3,17,4,8,1,-5,0,10
CC(=O)Nc1ccc(N(C(=O)CNC(=O)c2cccs2)C(C(=O)NCC2CCCO2)c2ccccc2)cc1 (stereo unspecified),-2,-1,1,-2,-6,-3,-1,0,-2,-12
O=c1c2[nH]cnc2n(-c2ccc(F)cc2)c(=O)n1Cc1ccccc1,-1,3,1,0,6,-6,1,-3,2,2
CC(C)N1CCc2c(sc(NC(=O)c3ccc(S(=O)(=O)N4CCOCC4)cc3)c2C(N)=O)C1,4,-6,-2,-1,1,0,-6,-5,-8,1
O=C(O)Cc1ccc(NC(=O)Cc2ccc3ccccc3c2)cc1,0,2,8,1,3,-2,1,1,1,3
Cc1c(C(=O)N2CCN(c3ccccc3F)CC2)sc2nc(-c3ccccc3)cn12,0,11,5,7,-5,2,8,-6,16,4
Cc1ccc(C(=O)O/N=C/c2c(C)nn(C)c2Cl)cc1,-5,8,3,4,1,6,4,-3,-2,3
COC(CN(C)C(=O)C1CCCN(S(=O)(=O)c2ccc3c(c2)oc(=O)n3C)C1)OC (stereo unspecified),-3,-6,1,0,5,-6,5,9,-1,2
COc1ccc(C(=O)NC(=S)NNC(=O)CNC(=O)C2CCCCC2)cc1,4,0,-2,3,3,3,2,16,-2,8
CCCCCCc1ccc(OCC(=O)O)cc1OCC(=O)O,13,5,.,.,3,-4,-2,-3,4,2
OCCN(CCO)CC(O)COc1ccc(C23CC4CC(CC(C4)C2)C3)cc1 (stereo unspecified),-4,2,5,-7,3,0,5,3,0,1
Cn1c(N)c(C(=O)COC(=O)CCC(=O)c2cccs2)c(=O)n(C)c1=O,-3,2,2,5,1,-1,6,-5,2,-2
OC(CN1CCCCC1)c1ccc(Br)cc1 (stereo unspecified),2,9,-2,-4,-8,-11,-3,-1,6,6
COc1c(C)cc(Br)cc1C(=O)Nc1ccccc1C,-5,4,.,.,-3,-2,-5,1,-2,0
CCNC(=S)NNC(=O)CCn1cc(C)cn1,-1,3,7,3,7,-1,-3,8,0,2
O=C(Cn1nnc(-c2ccccc2)n1)N1CCN(c2ccc(F)cc2)CC1,0,-7,0,2,8,6,-1,1,-1,-2
Cc1ccc(S(=O)(=O)N2CCOCC2)cc1C(=O)OC(C)C(=O)NC1CCCC1 (stereo unspecified),-2,0,0,1,4,-4,1,-7,0,0
COC(=O)c1ccc(CN2CCC(CO)(CCOc3ccccc3)CC2)cc1,-10,5,0,-6,-1,-3,1,-4,2,-2
COc1ccc(N=C(NN)c2ccc3ccccc3n2)cc1,6,-2,0,-5,-14,-2,3,-7,-3,27*
CCOc1ccc(N2C(=O)C3C(c4ccc(OC)cc4OC)NC(CCSC)(C(=O)OC)C3C2=O)cc1 (stereo unspecified),-4,0,0,-2,-3,4,2,-3,0,3
Cc1nonc1OCCn1nnnc1N,-3,-2,-2,2,0,0,1,-3,6,-3
COc1cc(-c2nnc(NC(=O)CS(=O)(=O)c3ccc(C)cc3)o2)cc(OC)c1OC,17,0,0,0,-3,1,8,9,-1,-1
COc1ccc(NC(=O)c2cnn3c(C(F)(F)F)cc(-c4ccco4)nc23)cc1OC,2,-3,-4,11,2,-4,2,4,-2,1
O=C(CCN1C(=O)COc2ccccc21)NCCN1CCc2ccccc2C1,-6,-4,-6,0,-6,9,11,4,0,-1
CCN(CC)CCN1C(=O)C2C(C(=O)Nc3cccc(SC)c3)C3C=CC2(O3)C1C(=O)NC1CCCC(C)C1C (stereo unspecified),3,-3,3,-1,-2,-2,2,7,0,0
Cn1c(-c2ccc3c(c2)OCO3)cnc1NCc1ccc(Cl)cc1,-1,-2,-4,-4,4,-1,18,9,-1,-1
COc1cc(OC)cc(C(=O)NCC2CCCN(C(=O)c3csc(C)n3)C2)c1 (stereo unspecified),-6,1,1,0,3,-1,3,-6,-1,0
Cc1ccc(S(=O)(=O)Nc2ccc(NC(=O)Nc3ccc(F)cc3F)cc2)cc1,4,0,-3,-11,-33,10,-20,9,2,1
O=C(NCC(c1cccs1)N1CCOCC1)c1ccccc1NS(=O)(=O)c1ccc(Br)cc1 (stereo unspecified),49*,2,3,3,9,4,0,5,-2,-2
COc1ccc(CN2C(=NC(=O)COc3ccccc3)SC3CS(=O)(=O)CC32)cc1 (stereo unspecified),1,10,-6,-9,6,-2,9,2,5,5
Cc1ccc(NS(=O)(=O)c2ccc(CCC(=O)NCCO)cc2)cc1,5,1,0,5,5,-2,-4,1,7,-1
CCCCC1(COC(=O)CCC(=O)O)C(=O)N(c2ccccc2)N(c2ccccc2)C1=O,11,1,8,1,4,7,6,-2,1,-1

# Of the compounds above, two have an aryl thioether with sulfur outside any ring:
SMILES,rCAG binder,MBD2 inh,NPR2 activator,NPR1 activator,HTRA1 inh,SIAE inh,mABHD4 FP,TCR CD3 inh,UHRF1 binding,PRMT1 inh
O=C(CSc1nc2ccccc2o1)NC(=O)NCc1ccccc1,4,0,-6,8,-14,3,-3,0,3,3
CCN(CC)CCN1C(=O)C2C(C(=O)Nc3cccc(SC)c3)C3C=CC2(O3)C1C(=O)NC1CCCC(C)C1C (stereo unspecified),3,-3,3,-1,-2,-2,2,7,0,0

# The list continues.
SMILES,rCAG binder,MBD2 inh,NPR2 activator,NPR1 activator,HTRA1 inh,SIAE inh,mABHD4 FP,TCR CD3 inh,UHRF1 binding,PRMT1 inh
CN(C)CCCNc1nc(-c2ccc(Cl)cc2)nc2ccccc12,3,6,-7,0,4,2,2,0,-6,-4
COC(=O)C1=C(C(=O)OC)[C@]2([C@@H]3CCCCN[C@@H](Cc4ccccc4)C(=O)N3Cc3ccccc3)C=C[C@H]1O2,4,2,-8,-6,-16,-2,-19,-4,0,0
Oc1ccc(-c2nc3ccccc3nc2-c2ccc(O)cc2O)c(O)c1,8,10,-6,-9,-7,-3,-4,-6,-1,7
Cc1cccc(N2CCN(C(=O)C(C)n3nc(C)n4c(cc5occc54)c3=O)CC2)c1C (stereo unspecified),-2,4,.,.,14,-2,-1,4,2,-1
O=C1/C(=C\c2c(NCCOCCO)nc3ccccn3c2=O)SC(=S)N1Cc1ccco1,-6,-4,1,8,-40,-87,-22,-51,-5,4
COC[C@@H]1CCCN1c1ccc2c(c1)O[C@@H]1CCN(C1)S2(=O)=O,0,7,4,3,.,2,0,.,9,0
CN(Cc1cccc(F)c1)C(=O)c1cccc(S(=O)(=O)N2CCN(Cc3ccccc3)CC2)c1,-2,3,-2,-1,-11,0,-15,0,5,2
COc1ccccc1C(=O)NC(CCSC)C(=O)NNC(=O)c1ccncc1 (stereo unspecified),0,-3,1,4,14,-3,-2,6,0,4
CCCCNC(=O)c1nc(-c2cccs2)oc1-c1ccc(Cl)cc1,1,6,0,0,.,-2,-8,-7,5,3
COC(=O)C1=C(C(=O)OC)C2(OC1c1ccc(Br)cc1)C(=O)c1ccccc1C2=O (stereo unspecified),22,-4,4,-1,-5,14,6,7,0,4
Cc1ccc(S(=O)(=O)NC2(C(=O)O)CCCCC2)cc1,-3,5,-1,1,3,1,2,-1,-3,-3
